All columns: NCI-60 one-dose screen, growth in % after 48 h at 10 µM unless noted; 100 = growth as untreated, 0 = no growth, -100 = all killed.
NCI-H322M – NCI-H322M lung cancer; AID 1794733; 80,000 compounds, 2.7% hits
NCI-H522 – NCI-H522 lung cancer; 78,000 compounds, 8% hits
NCI-H226 – NCI-H226 lung cancer; 79,000 compounds, 3.5% hits; AID 1794732
HCT-15 – HCT-15 colon cancer | 82,000 compounds, 5.2% hits | AID 1794746
COLO 205 – COLO 205 colon cancer; AID 1794742; 79,000 compounds, 7.3% hits
HCT-116 – HCT-116 colon cancer. 82,000 compounds, 7.3% hits. AID 1794798
NCI-H460 – NCI-H460 lung cancer. AID 1794736. 82,000 compounds, 6.8% hits
NCI/ADR-RES – NCI/ADR-RES ovarian cells; 81,000 compounds, 4.4% hits; AID 1794790
NCI-H23 – NCI-H23 lung cancer; 80,000 compounds, 4% hits; AID 1794731
* = called active by the depositor; / = not tested or not shown; & = joins results of further samples; [ ] = another dose, or the depositor's remark. How the source made its calls: active means growth percent below 10; inactive means the rest. This is a random part of the collection; 12% or so of the library scored in one or more.

Preview (2 entries):
No.	SMILES	NCI-H522	COLO 205	NCI-H23	HCT-15	NCI-H460	HCT-116	NCI-H226	NCI-H322M	NCI/ADR-RES
1	CCN1C(=O)/C(=C/c2ccc(OC)cc2)SC1=S	104	139	111	122	125	107	110	116	115
2	N#Cc1c(-c2ccccc2)cc(-c2ccccc2)n(CCCCCC(=O)O)c1=O	83	104	96	66	101	91	93	96	97

All compounds of this part, previewed entries included:
No.	SMILES	NCI-H522	COLO 205	NCI-H23	HCT-15	NCI-H460	HCT-116	NCI-H226	NCI-H322M	NCI/ADR-RES
1	CCN1C(=O)/C(=C/c2ccc(OC)cc2)SC1=S	104	139	111	122	125	107	110	116	115
2	N#Cc1c(-c2ccccc2)cc(-c2ccccc2)n(CCCCCC(=O)O)c1=O	83	104	96	66	101	91	93	96	97
3	CC(=O)Oc1ccccc1C(=O)Nc1ccc(C(C)=O)cc1	95	124	112	98	109	101	108	111	109
4	CCS(=O)(=O)Oc1ccc(-c2cn3ccsc3n2)cc1	98	121	102	99	105	99	98	99	109
5	Cc1ccc(Cl)cc1NC(=O)OCCCl	94	110	98	99	104	100	108	100	97
6	O=C(O)CCCc1cn(Cc2cn(CC(=O)Nc3ccc(Cl)cn3)nn2)c2ccccc12	97	102	90	93	103	90	94	94	95
7	CCCC1OCC=CCO1	102	112	110	101	99	104	103	97	110
8	O=C(CSc1oc(-c2ccccc2)nc1S(=O)(=O)c1ccccc1)NC1CCCCC1	92	98	85	93	102	44	89	93	78
9	Oc1c(Cl)cc(Cl)c(Cl)c1CN1CCOCC1	/	110	104	104	101	106	100	83	107
10	COc1cccc(-c2cc(-c3cc4ccccc4oc3=O)nc(N)n2)c1	/	108	101	107	102	95	91	123	105
11	Cc1ccnc(NC(=O)OC(C)C)c1	97	102	106	96	106	100	105	107	106
12	C[C@]12CC[C@H]3[C@@H](CCC4=CC(=O)CC[C@@]43C)[C@@H]1CC[C@@H]2c1csc(N)n1	63	26	36	46	42	33	60	110	32
13	COc1ccc(C(=O)/C=C/c2cc(-c3ccc4c(c3)OCO4)n[nH]2)cc1	81	88	89	74	83	68	77	88	84
14	COc1cc(/C(N)=N/OC(=O)CSc2nc3ccccc3s2)cc(OC)c1OC	93	105	101	101	105	98	99	101	95
15	Cc1nc(-c2ccccc2)cc2c(O)c(C(=O)N/N=C/c3ccc(O)cc3)[nH]c(=O)c12	103	120	106	115	112	93	101	123	113
16	COc1ccc(-c2cc(-c3ccccc3)nc(SCCCC(=O)NO)n2)cc1OC	-23*	24	-2.4*	17	1.9*	5.6*	10	17	-12*
17	C#CCNC(=O)[C@]1(C)CC[C@]2(C)CC[C@@H]3C(=CC[C@H]4[C@@]3(C)CC[C@H]3C(C)(C)C(=O)CC[C@]43C)[C@@H]2C1	80	101	91	98	98	81	99	91	94
18	Cc1cc(C)c(C)c(CN(C)C)c1	98	117	106	103	112	99	109	117	104
19	N/C(=N\c1nc2ccccc2s1)NC(=O)N1CCC(O)CC1	76	112	74	88	90	81	67	89	83
20	O=C(NCc1ccccc1)c1ccccc1	/	102	104	106	107	109	103	110	109
21	CCSc1nc(Cl)c(C#N)c(-c2cccc(Br)c2)n1	95	119	106	102	109	101	101	112	107
22	O=C(O)c1cc(Cl)c2ccccc2c1O	73	/	90	98	111	90	80	121	90
23	COc1ccc(C(=O)Nc2ccccc2OC)cc1	57	129	47	98	96	102	109	118	96
24	Cc1cc(NCCN2CCOCC2)n2c(nc3ccccc32)c1C#N	73	96	99	94	111	91	91	93	101
25	O=C(OCC1CCCO1)c1ccc([N+](=O)[O-])cc1 (stereo unspecified)	94	103	105	104	95	103	93	100	103
26	O=C(Cc1nc2cc(Cl)c(Cl)cc2nc1CC(=O)c1ccncc1)c1ccncc1	76	94	75	54	50	46	34	86	69
27	COc1ccc(-c2cc(C(=O)N3N=C(c4ccc(N)cc4)CC3c3ccccc3)c3ccccc3n2)cc1 (stereo unspecified)	24	11	57	25	18	18	77	47	34
28	Cn1c([N+](=O)[O-])cnc1N1CCN(c2nncs2)C1=O	87	124	104	106	108	106	106	137	104
29	Cn1ccnc1C(=O)/C=C/c1ccc(CC(=O)Nc2ccc(F)cc2)cc1	17	42	28	14	3.6*	4.9*	83	43	22
30	O=C(/C(=C/c1ccc([N+](=O)[O-])cc1)SCc1ccccc1)c1ccc(Cl)cc1	41	70	71	34	87	30	68	105	62
31	O=C(Nc1ccccc1)C1=CNc2ccccc2S1=O (stereo unspecified)	99	118	97	102	111	100	92	94	102
32	Cn1c(C(=O)NCc2ccc(Cl)cc2Cl)nc2ccccc2c1=O	75	104	83	108	102	85	/	102	96
33	Nc1nonc1-c1nc2ccccc2o1	94	128	107	104	112	100	/	142	104
34	CC(C)c1[nH]oc(=O)c1/C=C1\C=c2ccccc2=N1	78	126	98	108	102	98	101	95	107
35	Clc1ccc(C(c2c[nH]c3ccccc23)N2CCCC2)c(Cl)c1 (stereo unspecified)	85	105	88	93	103	82	95	83	88
36	Cc1nn(-c2ccc(-c3ccc(OC(F)(F)F)cc3)cc2)c(N)c1C#N	39	70	57	64	70	67	69	108	67
37	CC(=O)Nc1cc2c(cc1[N+](=O)[O-])-c1ccccc1/C2=N\O	88	102	88	108	101	99	96	102	104
38	Cc1nc2sc(C(=O)Nc3cccc4ccncc34)c(N)c2cc1C(C)O (stereo unspecified)	66	85	68	67	93	78	64	101	80
39	CN1CCN(C(=O)OCc2nc3nc(Cl)nc(N4CCOCC4)c3[nH]2)CC1	98	114	98	102	111	99	100	97	100
40	Cc1cc2ccccc2c(Br)c1C	/	113	107	93	103	105	102	113	110
41	CC[C@H](CC[C@@H](C)[C@H]1CC[C@H]2[C@@H]3CC[C@@H]4CC(=O)/C(=C\c5cccnc5)C[C@]4(C)[C@H]3CC[C@]12C)C(C)C	97[100 µM]	114[100 µM]	100[100 µM]	107[100 µM]	98[100 µM]	90[100 µM]	101[100 µM]	107[100 µM]	102[100 µM]
42	CC1=NN(c2ccccc2)C(=O)C1N=Nc1ccc(S(=O)(=O)Nc2cc(C)nc(C)n2)cc1 (stereo unspecified)	75	104	83	95	105	92	89	89	95
43	O=C(Nc1cccnc1Nc1ccc(F)cc1)c1cn(Cc2cccc(Oc3ccccc3)c2)nn1	65	92	74	43	80	69	77	79	38
44	COc1ccc(/C=C2\SC(=O)N(CN3CCN(c4cc5c(cc4F)c(=O)c(C(=O)O)cn5C4CC4)CC3)C2=O)cc1	94	/	97	106	104	86	/	112	103
45	Cc1cccc(Cl)c1NC(=O)c1cnc(Nc2cc(N3CCOCC3)cc(N3CCOCC3)c2)s1	-9.1*	-4.2*	74	22	51	11	69	-10*	24
46	CC(C)(C)n1cc(-c2ccnc(NCCCNS(=O)(=O)c3cccc4ccccc34)c2)c(-c2cccc(F)c2)n1	80	69	68	45	73	54	86	93	78
47	O=C(CN1CCn2c(nnc2C(F)(F)F)C1)Nc1nc2ccc(Cl)cc2s1	92	110	99	92	101	101	86	97	108
48	Cc1cn(CC(C)C)c(=O)[nH]c1=O	82	122	111	102	106	107	93	102	107
49	N#Cc1c(Cl)nc(SCC2CO2)nc1-c1ccccc1 (stereo unspecified)	101	131	101	110	101	89	114	105	108
50	O=C1OC(c2ccc(O)cc2)(c2ccc(O)cc2)c2ccccc21	85&103	97	93&107	100&97	109&115	97&101	92&93	94&107	97&110
51	COc1ccc(P(c2ccc(OC)cc2)c2ccc(OC)cc2)cc1	106	91	101	81	89	58	95	113	93
52	O=S(=O)(CSc1ccccc1)c1ccccc1	95	/	103	110	119	110	100	122	99
53	COc1ccc(/C(C#N)=C2C=C(Cl)/C(=N/O)C=C/2Cl)cc1	68	112	97	96	98	69	107	98	96
54	NS(=O)(=O)c1ccc(NC(=O)CCC(=O)O)cc1	98	119	88	100	116	86	96	113	100
55	O=[N+]([O-])c1ccc(Oc2cc(Cl)c(Cl)cc2Cl)c(Cl)c1	90	114	107	91	101	99	91	113	107
56	COc1c(N2CC3CCCNC3C2)c(F)cc2c(=O)c(C(=O)N/N=C/c3ccc(Br)cc3)cn(C3CC3)c12 (stereo unspecified)	78	100	88	1.8*	86	51	91	89	90
57	CCN(CC)CCOC(=O)c1ccc(NC(CO)CN(CC)CC)cc1 (stereo unspecified)	86	120	105	109	118	114	110	115	113
58	CCCCNc1nc(SCc2ccc(Cl)cc2Cl)ncc1C	78	112	89	97	93	82	81	92	96
59	COc1ccc(Cn2cc3c(c2)-c2[nH]c(=O)ncc2CC3)cc1	103	123	116	109	112	95	80	109	104
60	Cc1c(-c2csc(-n3nc(-c4ccccc4)cc3-c3ccccc3)n2)no[n+]1[O-]	90	110	97	100	102	98	/	99	105

Record cards, as listed above. Order of screens: NCI-H522	COLO 205	NCI-H23	HCT-15	NCI-H460	HCT-116	NCI-H226	NCI-H322M	NCI/ADR-RES
Clc1ccc(C(c2c[nH]c3ccccc23)N2CCCC2)c(Cl)c1 (stereo unspecified) reads 85	105	88	93	103	82	95	83	88
Cc1nc2sc(C(=O)Nc3cccc4ccncc34)c(N)c2cc1C(C)O (stereo unspecified) reads 66	85	68	67	93	78	64	101	80
CC(C)(C)n1cc(-c2ccnc(NCCCNS(=O)(=O)c3cccc4ccccc34)c2)c(-c2cccc(F)c2)n1 reads 80	69	68	45	73	54	86	93	78
COc1ccc(/C=C2\SC(=O)N(CN3CCN(c4cc5c(cc4F)c(=O)c(C(=O)O)cn5C4CC4)CC3)C2=O)cc1 reads 94	/	97	106	104	86	/	112	103

(next part)
No.	SMILES	NCI-H522	COLO 205	NCI-H23	HCT-15	NCI-H460	HCT-116	NCI-H226	NCI-H322M	NCI/ADR-RES
61	COc1cc2oc(-c3cccc(NC(=O)c4ccc(C)cc4)c3)cc(=O)c2c(OC)c1OC	46	/	63	41	/	48	72	47	61
62	C=C1CCC2C3(C)COC(c4ccccc4)OC3CCC2(C)C1CC(Sc1ccccc1)C1=CCOC1=O (stereo unspecified)	3.0*	71	44	5.5*	85	4.4*	11	80	-23*
63	CC(C(=O)O)N1C(=O)/C(=C/c2ccc(O)c(O)c2)SC1=S (stereo unspecified)	97	117	/	102	107	101	100	96	103
64	Brc1ccc(-c2csc(Nc3nc(-c4ccc(Br)cc4)cs3)n2)cc1	54	97	74	86	102	91	92	117	84
65	CCc1nc2ccc(Cc3ccc(C(=O)NO)cc3)cc2c(=O)n1CCc1ccccc1	-86*	-70*	-68*	-43*	0.1*	-55*	-28*	12	-17*
66	O=C1Nc2cccc3c2N(CCC3)C2=C1CCC2	98	107	95	110	104	109	114	101	102
67	Cc1noc2c(Cc3ccc([N+](=O)[O-])cc3)nn(CC(=O)N/N=C/c3ccc(Cl)cc3)c(=O)c12	70	79	58	80	46	22	8.9*	62	46
68	O=C1CSc2nnc(CCC(=O)c3nc4ccccc4[nH]3)n2N1	110	/	101	104	116	103	105	97	107
69	Cn1c(NCCc2ccc(O)c(O)c2)nc2c1c(=O)n(Cc1ccc(Br)cc1)c(=O)n2C	-27*	50	86	43	94	67	84	88	83
70	CC(=O)Oc1cc2c(c3ccccc13)CCC2=O	/	106	99	92	98	100	99	100	101
71	c1cc(-c2ccc3c(c2)OCO3)n2nccc2n1	90	113	104	97	101	102	83	99	107
72	CCCCCN(CCCCC)CC(O)c1c(Cl)ccc2ccccc12 (stereo unspecified)	79	73	54	56	66	37	70	71	78
73	COc1ccc(-c2nc3sc(-c4ccccc4)c(-c4ccccc4)n3c2/C=C/c2ccc(F)cc2)cc1	106	100	97	91	93	77	107	103	103
74	CCN(CC)C(=O)c1ccc2c(c1)OCO2	103	107	107	107	105	95	92	101	114
75	CC(=O)c1cnc2sc(C(=O)Nc3ccccc3)c(N)c2c1	103	105	99	97	101	108	93	114	103
76	O=C1CCC(c2nc3ccccc3c(=O)[nH]2)N1 (stereo unspecified)	100	116	98	97	115	103	98	101	101
77	C#CCOc1cccc(Nc2ncnc3cc(NC(=O)CCl)ccc23)c1	-76*	-80*	-65*	-54*	-55*	-61*	-27*	-14*	-22*
78	CCOC(=O)C1=C(N)Oc2n[nH]c(C)c2C1c1cc(=O)oc2ccc(C)cc12 (stereo unspecified)	95	113	101	81	108	84	93	101	101
79	CCC(C)(C)c1cc(O)c(C(C)(C)CC)cc1O	/	41	38	44	21	17	42	46	39
80	Brc1cc2ccccc2c2ccccc12	92	117	102	93	103	111	/	93	111
81	O=C(Cn1c(C(=O)c2ccc(Cl)cc2)nc2ccccc21)c1ccc(Cl)cc1	45	185	81	69	103	76	92	97	73
82	Cc1ccc2oc(-c3ccc(O)cc3)cc(=O)c2c1	83	116	97	90	101	92	92	/	98
83	COC(=O)[C@]12CCC(C)(C)C[C@H]1C1=CC[C@@H]3[C@@]4(C)C/C(=C/c5ccncc5)C(=O)C(C)(C)[C@@H]4CC[C@@]3(C)[C@]1(C)CC2	68	82	81	71	67	42	92	101	90
84	CCOC(=O)c1cnnn1-c1cc(=O)[nH]c2ccc(OC)cc12	89	112	98	99	106	97	/	97	98
85	Cc1ccc(-c2nc3nc(-c4ccccc4)nc(N4CCNCC4)c3o2)cc1	-79*	-92*	-74*	-77*	-72*	-77*	-69*	-96*	-58*
86	N#Cc1c(Nc2ccccc2)n[nH]c1-c1cccs1	83	120	96	124	105	90	95	114	96
87	Cc1c(Cl)cccc1NC(=O)c1sc2nc3c(cc2c1N)CN(Cc1ccccc1)CC3	0.8*	51	66	34	22	39	72	73	41

Part of the list above, reformatted.
Below each compound: NCI-H522	COLO 205	NCI-H23	HCT-15	NCI-H460	HCT-116	NCI-H226	NCI-H322M	NCI/ADR-RES
86	N#Cc1c(Nc2ccccc2)n[nH]c1-c1cccs1
    83	120	96	124	105	90	95	114	96
87	Cc1c(Cl)cccc1NC(=O)c1sc2nc3c(cc2c1N)CN(Cc1ccccc1)CC3
    0.8*	51	66	34	22	39	72	73	41

Screening data (PubChem)
